ERK EGF block: blocks ERK signaling stimulated by EGF; HEK293-V1b, EGF-stimulated phospho-ERK AlphaScreen; Potency, µM (highest dose often 11.5 µM), for the others: at the top dose activity change, negative = inhibition, hits mostly inhibitors; 130,000 tested, 0.41% active; AID 1454; active = well fitted inhibition curve with a large enough effect; inconclusive = small, poorly fitted or top-dose-only effect, or effect the other way;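 also: plate controls were stimulated vehicle wells for no effect and unstimulated vehicle basal for full effect; nearly all actives have a fitted effect of over 55% in size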
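In this qHTS, HEK293 cells with stable type-1 vasopressin (V1b) receptor were exposed to compound at 37C for 30 min, stimulated 5 min with EGF at 25 nM, lysed, and probed for phospho-ERK by AlphaScreen.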
* hit, by the source's call; ? = inconclusive; [ ] = dose if it differs, or a comment. Potency is read from the fitted curve at half-maximal effect. These rows are one share of the data (hit frequency here may not be typical).

structure,ERK EGF block
CC(=O)N1CCN(C(=O)COc2ccccc2C(=O)Nc2ccccc2)CC1,-4.1%
Cc1cccc(C)c1N1C(=O)CC(N2CCSCC2)C1=O (stereo unspecified),-1.0%[57.5 µM]
O=CN1CCc2c([nH]c3ccccc23)C1c1cccc2cccnc12 (stereo unspecified),6.4%
O=C(Nn1c(-c2ccccc2)nc2ccccc2c1=O)c1ccc([N+](=O)[O-])cc1,-9.9%
COCCNC(=O)C(=O)N/N=C/c1cccs1,3.1%
Cc1ccccc1NC(=S)NCc1ccc2[nH]c3c(c2c1)CCCC3,2.2%
CCc1n[nH]c(=S)n1/N=C/c1cc(OC)cc([N+](=O)[O-])c1O,2.7%
CC(Sc1nc(-c2ccccc2)cc(C(F)(F)F)n1)C(=O)Nc1ccc2c(c1)OCO2 (stereo unspecified),-1.7%
COc1ccc(C(=O)NNC(=O)Nc2ccc(Cl)cc2)cc1,-5.0%
CN(C)c1oc(/C=C/c2ccccc2)nc1C#N,?
C/C=C(\C)C(=O)NCCN1C2=NC[C@H](Cc3ccc(O)cc3)N2C[C@@H]1Cc1ccc(OC)cc1,-9.1%[57.5 µM]
Cn1cc(/C=C(\C#N)C(=O)Nc2cccc([N+](=O)[O-])c2)c2ccccc21,-9.4%
COc1ccccc1NC(=O)NCCN1CCNC1=O,-3.5%[57.5 µM]
O=C(CCC1CCCN(Cc2cccc(Cl)c2)C1)NCc1ccccc1F (stereo unspecified),?
CCCCN1CNC(=S)N(c2ccccc2OCC)C1,5.1%
CCCNC(=O)N1CCCC(C(N)=O)C1 (stereo unspecified),-5.0%
COc1ccc(CNC(=O)CN(c2cccc([N+](=O)[O-])c2)S(C)(=O)=O)cc1,-9.4%
COC(=O)C1=C(C)NC(=O)C1(NC(=O)CN1CCCC1=O)C(F)(F)F (stereo unspecified),-0.5%
O=C(O)CNC(=O)c1ccccc1Br,?
CCNC(=S)N(Cc1cc2cc(C)cc(C)c2[nH]c1=O)C1CCCC1,5.2%
CCOc1ccc(CN2CCNC(=O)C2CC(=O)O)cc1 (stereo unspecified),-1.4%
CN1C(=O)CC(N2CCC(C(N)=O)CC2)C1=O (stereo unspecified),-6.9%
Cc1c(NC(=O)N(C)C)c(=O)n(-c2ccccc2)n1C,22.3%
CCCSc1nc2sc3c(c2c(=O)[nH]1)CC(C)CC3 (stereo unspecified),-2.1%
O=C(Nc1cccnc1)c1ccc([N+](=O)[O-])cc1Cl,2.8%
CCCCC#Cc1ccc2c(c1)COc1c3ccccc3nn1-2,-5.0%[57.5 µM]
COc1ccccc1N1CCN(CC(=O)c2c[nH]c3ccccc23)CC1,-7.1%[57.5 µM]
CC1=C(C#N)C(/C=N/OCc2ccc(Cl)cc2)CC(=O)N1 (stereo unspecified),-5.4%
CN1CCN(S(=O)(=O)c2ccc(N3CCN(C(c4ccccc4)c4ccccc4)CC3)nc2)CC1,-0.4%
CCNC(=S)N(Cc1cccs1)Cc1cc2cc(OCC)ccc2[nH]c1=O,3.5%

No new results follow: entries from further up.
structure,ERK EGF block
CC(=O)N1CCN(C(=O)COc2ccccc2C(=O)Nc2ccccc2)CC1,-4.1%
Cc1cccc(C)c1N1C(=O)CC(N2CCSCC2)C1=O (stereo unspecified),-1.0%[57.5 µM]
O=CN1CCc2c([nH]c3ccccc23)C1c1cccc2cccnc12 (stereo unspecified),6.4%

More compounds
structure,ERK EGF block
COc1ccc(/C=C2/C(=N)N3C(=NC2=O)Sc2cc(S(C)(=O)=O)ccc23)cc1OC,-5.9%[57.5 µM]
Cc1ccc(CNC(=O)c2cc(COc3c(F)cccc3F)on2)s1,-4.2%
CC(C)Cc1nc(Nc2ccc(S(=O)(=O)N3CCCC3)cc2)c2nnn(Cc3ccccc3)c2n1,-3.7%
COC(=O)[C@@H]1CCCN1C(=O)CCc1nnc(CCc2c[nH]c3ccccc23)o1,?
O=C(O)c1ccc2c(c1)C1C=CCC1C(c1cc3c(cc1Br)OCO3)N2 (stereo unspecified),-1.8%
CN(CCCNC(=O)CCCOc1cc(=O)n(C)c2ccccc12)Cc1ccccc1,-3.4%
COc1ccc(C2CC(=O)c3ccccc3O2)cc1 (stereo unspecified),1.0%
CC(CCc1ccccc1)NCC(O)COc1ccccc1 (stereo unspecified),0.0%
O=C(NNC(=O)C1C2CCC(C2)C1C(=O)O)c1ccc(Cl)cc1 (stereo unspecified),-7.6%
CC(C)(C)Nc1oc(-c2ccccc2)nc1-c1ccccc1,-4.0%
CC1CCC(C(C)C)C(OCC[N+](C)(C)C)C1 (stereo unspecified),-4.9%
O=C(CSc1cccs1)NCCc1ccccc1,2.8%
CC(CN1CCCCCC1)C(=O)NN (stereo unspecified),4.1%
CC1(C)Cc2c(C#N)c(NCCN3CCOCC3)nc(-c3ccccc3)c2CO1,-0.6%[57.5 µM]
Cc1cc(C(=O)Nc2cccnc2)on1,-1.9%
COc1ccc(N=C2C(=Nc3ccc(OC)cc3)N(c3ccc(OC)cc3)C(=S)N2C(=O)c2ccc(OC)cc2)cc1,?
CC/C(C)=N/Nc1nc(-c2cc3cccc(OC)c3oc2=O)cs1,7.4%[57.5 µM]
Cc1ccc(C)c(N2CCN(C(=S)NC3CCCCC3)CC2)c1,4.2%
O=S(=O)(c1cccc(-c2nnco2)c1)N1CCOCC1,-5.7%
CC(C)n1c(=S)[nH]c2scc(-c3cccs3)c2c1=O,-7.3%[57.5 µM]
O=c1c2ccccc2nc(SCc2ccc([N+](=O)[O-])cc2)n1CCCO,7.2%
Cc1ccc(-c2csc3ncnc(SCC(N)=O)c23)cc1,-3.2%
CCN(C(C)=O)c1nc(CCl)cs1,-1.4%
O=C(CN1C(=O)c2cccc3cccc1c23)Nc1cccnc1,10.9%
CCOc1ccc(C(=O)OCCCN(C)C)cc1,2.6%
CCCC(=O)OC1CC(C)N(C(=O)c2ccccc2)c2ccc(C)cc21 (stereo unspecified),12.6%
CC(=O)N1CCC(N(CCN2CCOCC2)C(=S)Nc2ccc(C)cc2)CC1,-2.3%
N#CC1=C(N)OC2=C(C(=O)CC(c3ccccc3)C2)C1c1ccc2c(c1)OCO2 (stereo unspecified),9.4%
O=C(CNC(c1ccccc1)c1ccccc1)Nc1c(F)cccc1F,6.1%
COc1ccc(/C=N/NC(=O)c2cccnc2)cc1Cn1nc([N+](=O)[O-])c(Br)c1C,-0.3%
O=C(CN1CCN(c2ccccn2)CC1)Nc1cccc(S(=O)(=O)N2CCOCC2)c1,-0.3%[57.5 µM]
Cc1ccc(S(=O)(=O)N2CCOCC2)cc1NC(=O)CSc1nnnn1C,4.3%
O=C(O)c1cccc(NC(=S)N/N=C/c2cccnc2)c1,2.8%
Nc1nn(-c2ccccc2)nc1C(=O)OCc1ccccc1,-6.6%[57.5 µM]
COc1cc(SC)ccc1C(=O)OCC(=O)NC(=O)NC(C)C,-0.8%
COc1ccc2c(c1)C(C)=CC(C)(C)N2C(=O)C(C)N1C(=O)c2ccccc2C1=O (stereo unspecified),-4.6%
C#Cc1ccc([C@@H]2C=C(C(=O)N3CCOCC3)O[C@H](OCC)[C@H]2CCCO)cc1,-7.9%[57.5 µM]
CC(C)(C)c1ccc(OCCCC(=O)N2CCOCC2)cc1,0.2%
Fc1cc(F)cc(-c2oncc2-c2nnnn2-c2ccccc2)c1,-5.5%
Cc1ccc(N2C(=O)N(CC(=O)Nc3cc(C)cc(C)c3)C(=O)C2C)cc1 (stereo unspecified),0.9%
COc1ccc(OCCOc2ccccc2[N+](=O)[O-])cc1,-7.8%
CC(=O)OC(C)C[N+](C)(C)C (stereo unspecified),-11.9%[57.5 µM]
N#CCCN(Cc1cccnc1)C(=S)NC(=O)C1CC1,-3.6%
COc1ccc(N(C(=O)c2cccnc2)S(=O)(=O)c2cccs2)cc1,7.5%
COc1cccc(N2C(=O)CC(NNc3nc4ccccc4s3)C2=O)c1 (stereo unspecified),-5.9%[57.5 µM]
Nc1nc(SCC(=O)Nc2ccc3c(c2)CCC3)n[nH]1,-8.7%
COc1ccccc1N=Cc1c(C)[nH]n(-c2ccc(C)cc2C)c1=O,-4.4%
COCC(=O)NNC(=S)Nc1cccc(C)c1C,-4.2%
O=[N+]([O-])c1ccc(CSc2nc3ncc(Br)cc3[nH]2)cc1,4.5%[57.5 µM]
Cc1ccc(/C=N/Nc2nc3ccccc3s2)o1,?
Cc1ccc(N2C(=O)CC(Sc3ccccc3C(=O)O)C2=O)cc1C (stereo unspecified),1.9%
CCOC(=O)CC1C(=O)NCCN1S(=O)(=O)c1ccc(OC)cc1 (stereo unspecified),6.1%
COc1ccc(NC(=S)NC(=O)/C=C/c2ccco2)cc1,9.3%
CS(=O)(=O)N1CCN(C2C3CC4CC(C3)CC2C4)CC1 (stereo unspecified),-7.5%
CC(C)C12CN3CC(C(C)C)(CN(C1)C31C(=O)Nc3ccccc31)C2=O (stereo unspecified),?
CC(C)(C)c1ccc(C2C(C#N)=C(N)Oc3n[nH]c(-c4cccnc4)c32)cc1 (stereo unspecified),6.9%[57.5 µM]
O=c1c2nncn2c2cc(C(F)(F)F)ccc2n1CCNc1ncc(C(F)(F)F)cc1Cl,1.1%[57.5 µM]
CC1(C)Cc2c(sc3nnn(Cc4ccc(Cl)cc4)c(=O)c23)CO1,0.7%
O=S(=O)(c1ccc(-c2ccon2)s1)N1CCN(CCN2CCOCC2)CC1,28.4%[57.5 µM]
O=c1c2ccccc2nc(COc2ccccc2)n1/N=C/c1cc([N+](=O)[O-])ccc1O,?

Structural class, the entries above with bromine.
structure,ERK EGF block
O=C(O)CNC(=O)c1ccccc1Br,?
O=C(O)c1ccc2c(c1)C1C=CCC1C(c1cc3c(cc1Br)OCO3)N2 (stereo unspecified),-1.8%
COc1ccc(/C=N/NC(=O)c2cccnc2)cc1Cn1nc([N+](=O)[O-])c(Br)c1C,-0.3%
O=[N+]([O-])c1ccc(CSc2nc3ncc(Br)cc3[nH]2)cc1,4.5%[57.5 µM]

The main list resumes, starting 2 compounds before the break.
structure,ERK EGF block
O=S(=O)(c1ccc(-c2ccon2)s1)N1CCN(CCN2CCOCC2)CC1,28.4%[57.5 µM]
O=c1c2ccccc2nc(COc2ccccc2)n1/N=C/c1cc([N+](=O)[O-])ccc1O,?
COc1cc2oc(-c3ccccc3)cc(=O)c2cc1O,9.4%
O=C(/C=C/c1ccco1)Nc1ccc(CN2CCOCC2)cc1,-0.7%[57.5 µM]
COc1ccc(OCC(=O)NCCCn2ccnc2)cc1,-5.1%[57.5 µM]
O=S(=O)(Nc1cc(Sc2cccc3cccnc23)c(O)c2ccccc12)c1ccccc1,-0.6%
Cc1cccc(C)c1NC(=S)NCc1ccncc1,33.9%[57.5 µM]
O=C(CN(c1cccc(C(F)(F)F)c1)S(=O)(=O)c1ccc(Cl)c([N+](=O)[O-])c1)NCc1ccccc1Cl,0.9%
O=C(O)C1CN(C(=O)c2cccc(Br)c2)C1,-9.9%
O=C(O)c1ccc(N/N=C/c2ccnc3ccccc23)cc1,?
Cc1ccc(/C=N/NC(=O)CCSc2ccccc2)cc1,12.0%
Cc1c(NC(=O)c2ccc(Cl)nc2)cccc1-c1nc2cccnc2s1,?
CSc1ccc(C(=O)C2CCCN(Cc3cccn3-c3cccnc3)C2)cc1 (stereo unspecified),?
CC(C)c1ccccc1NC(=O)Nc1ccc(F)cc1F,-3.8%[57.5 µM]
O=[N+]([O-])c1ccc2c(c1)/C(=N\O)c1ccccc1-2,-2.3%[57.5 µM]
COc1cccc(CN2CCCC(C(=O)c3ccc4c(c3)OCO4)C2)c1OC (stereo unspecified),3.5%
Cc1nc(NC(=O)c2ccccc2)sc1-c1csc(Nc2ccc(C(=O)O)cc2)n1,-5.7%[57.5 µM]
CC1CCCCC1NC(=O)c1nn(C)c(=O)c2ccccc12 (stereo unspecified),2.2%
Cc1oc(-c2cc3c(cc2Cl)OCO3)nc1CN1CCCC1c1ccc(F)cc1 (stereo unspecified),-2.7%
Cn1c(=O)c2c(nc(NCCOc3ccc(F)cc3)n2C)n(C)c1=O,2.2%
CC1CCN(CC(=O)NC(=O)NCc2ccccc2)CC1,-0.1%
CCN(CC)S(=O)(=O)c1ccc(OC)c(NC(=O)C(Cc2ccccc2)N2C(=O)c3ccccc3C2=O)c1 (stereo unspecified),3.5%
COc1cccc(OCCNC(=O)CSc2ccc(C(F)(F)F)cc2[N+](=O)[O-])c1,0.9%
COc1ccc(-c2n[nH]c(=S)n2/N=C/c2cccn2C)cc1,-2.0%[57.5 µM]
COc1ccc(C(=O)CN2C(=O)c3ccccc3C2=O)cc1,10.8%[57.5 µM]
COc1ccc(N2C(=O)CC(SC(C)C)C2=O)cc1 (stereo unspecified),-5.8%
COc1cccc(N=Nc2c(N)[nH]n3c(=O)c4c(nc23)CCCC4)c1,4.3%
O=C(COC(=O)c1cnccn1)Nc1ccc(Cl)cc1,2.8%
O=C(Nc1ccc(CN2CCCCC2)cc1)c1c(F)c(F)c(F)c(F)c1F,4.6%
O=C1N[C@@H](Cc2ccccc2)[C@@H](c2ccco2)O1,-14.0%[57.5 µM]
O=C(CNS(=O)(=O)c1ccccc1)NCc1cccnc1,-2.6%
CC/C(C)=N\NC(=O)CNC(=O)c1ccc(Cl)cc1Cl,1.0%
CCNC(=O)COc1ccc(CC)cc1,5.1%

Source: PubChem BioAssay
